High-throughput results deposited in PubChem BioAssay by National Center for Advancing Translational Sciences (NCATS).
Abeta yeast res: A-beta toxicity reversal in yeast | yeast expressing A-beta42, growth rescue, OD600, 48 h; response scale: 0% DMSO, 100% iron-clioquinol control | Potency, µM (series often up to 46.1 µM), for the others: at the highest dose growth rescue, most hits filed as activators | hit rate 0.063% among 410,000 | AID 1347071; also: potency is read from the fitted curve at half-maximal effect; nearly all actives have a fitted effect of over 55% in size
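Growth rescue measured by 600 nm absorbance after 48 h yeast culture at 30 C with compound. Values normalized between DMSO and an equimolar ferric chloride plus clioquinol control.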
PLK1 PBD inh: PLK1 (human) polo-box domain binding inhibition | Potency, µM, for inactives: max response, negative = inhibition, hits mostly inhibitors | AID 720504 | Plk1 PBD binding of FITC phosphopeptide, fluorescence polarization | hit rate 2.8% among 360,000; also: potency is read from the fitted curve at half-maximal effect; series mostly up to about 57 µM; % is scaled to controls: 0 for no effect and ±100 for the full control effect; nearly all actives have a fitted effect of over 65% in size
Target sequence (P53350 whole entry, looked up, the tested form may be a part): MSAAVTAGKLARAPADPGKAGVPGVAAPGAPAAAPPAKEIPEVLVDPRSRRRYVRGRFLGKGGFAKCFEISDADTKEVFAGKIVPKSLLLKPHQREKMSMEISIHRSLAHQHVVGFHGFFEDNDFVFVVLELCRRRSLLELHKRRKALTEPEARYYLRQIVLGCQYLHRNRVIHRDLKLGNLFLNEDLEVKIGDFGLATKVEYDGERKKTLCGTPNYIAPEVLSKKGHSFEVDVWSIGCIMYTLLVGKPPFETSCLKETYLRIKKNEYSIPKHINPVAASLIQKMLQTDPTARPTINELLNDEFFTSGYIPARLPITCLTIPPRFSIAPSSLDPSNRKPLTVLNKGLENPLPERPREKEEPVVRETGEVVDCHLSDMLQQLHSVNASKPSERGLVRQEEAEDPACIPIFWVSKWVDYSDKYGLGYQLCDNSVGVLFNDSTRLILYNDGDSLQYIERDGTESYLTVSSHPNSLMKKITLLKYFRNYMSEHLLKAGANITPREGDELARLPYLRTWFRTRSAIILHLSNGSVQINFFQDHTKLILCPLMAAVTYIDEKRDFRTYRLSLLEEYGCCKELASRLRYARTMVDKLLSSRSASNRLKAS
FUS suppressor: FUS proteinopathy suppression in yeast; S. cerevisiae FUS-expressing, growth rescue, OD600, 24 h; Potency, µM (top dose mostly 76.6 µM), for the others: at the highest dose growth rescue (activation), usual class: activators; hit rate 0.24% among 390,000; AID 1347120;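 also: potency is read from the fitted curve at half-maximal effect; plate controls were DMSO vehicle for no effect and reference control for full effect; nearly all actives have a fitted effect of over 55% in size; some results filed as inactive show a strong effect at the top dose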
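S. cerevisiae expressing FUS from galactose induction served as the toxicity model. Growth after 24hr at 30C, read as absorbance at 600 nm, indicates suppression of toxicity; compounds dosed at several concentrations.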
EPAC1 antag: antagonists of human EPAC1. O95398. EPAC1 GEF assay, Rap1b-BODIPY-GDP exchange fluorescence. Potency, µM (series often up to 115 µM), inactives show top-dose activity change, negative = inhibition, hits mostly inhibitors. hit rate 0.14% among 360,000. AID 720709;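 also: potency is read from the fitted curve at half-maximal effect; plate controls were vehicle for no effect and positive control for full effect; nearly all actives have a fitted effect of over 50% in size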
aSyn rescue: alpha-synuclein toxicity inhibition in yeast | Yeast expressing alpha-synuclein, growth rescue, BacTiter-Glo, 24 h | Potency, µM (top dose mostly 46.1 µM), for the others: at the highest dose growth rescue (activation), most hits filed as activators | hit rate 0.14% among 370,000 | AID 652106; also: potency is read from the fitted curve at half-maximal effect; % of control where 0% means no effect; nearly all actives have a fitted effect of over 65% in size
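Readout is rescue of growth in alpha-synuclein-expressing yeast, so inhibitors of toxicity appear as activators. Growth after 24 hr at 30 deg C in galactose medium is quantified by luminescence.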
EPAC1 agonist: activates human EPAC1 exchange factor | hit rate 0.073% among 360,000 | O95398 | AID 720707 | EPAC1 agonist qHTS, biochemical assay; response scale: 100% = response to 6.5 mM cAMP | Potency, µM (highest dose often 154 µM), without a hit: at the highest dose activation, actives largely listed as activators; also: potency is read from the fitted curve at half-maximal effect; nearly all actives have a fitted effect of over 60% in size
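Normalized to 6.5 mM cAMP, activity reflects EPAC1-catalysed release of BODIPY-GDP from Rap1B, followed kinetically over 30 min at 480 nm excitation, 540 nm emission. Reaction contained 100 nM EPAC1, 250 nM Rap1B-BODIPY-GDP, 50 uM GDP.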
IL2 activator: activates IL-2 in a cell-based reporter assay; activation, % (series mostly up to about 46 µM); hit rate 0.065% among 360,000; IL-2 activation reporter assay, cell-based qHTS; stimulated with anti-CD3/CD4/CD28 beads; in transgenic mouse T cells; in the data active = activation above about 50%; inconclusive = mostly about 30% to 49%; also: 0% is about no effect
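Readout is EGFP and DsRed signal by fluorescent plate cytometry after 18 h at 37 degrees C. Transgenic mouse T cells (750/well) received compound for 60 min before bead stimulation (anti-CD3, anti-CD4, anti-CD28); memory T cells served as non-tolerant control.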
WRN helicase inh: WRN helicase (human) inhibition | hit rate 0.46% among 360,000 | Q14191 | AID 651768 | Potency, µM (series often up to 114 µM), for inactives: at the highest dose activity change, negative = inhibition, most hits filed as inhibitors | WRN helicase unwinding, fluorescent forked duplex, kinetic; also: potency is read from the fitted curve at half-maximal effect; % is scaled to controls: 0 for no effect and ±100 for the full control effect; nearly all actives have a fitted effect of over 55% in size
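Fluorescence dequenching readout, ex 525 nm/em 598 nm, kinetic mode: forked duplex DNA (100 nM final) with adjacent fluorophore and quencher unwound by WRN (20 nM final) with 2 mM ATP. Compound preincubation 15 min, room temperature.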
PI5P4K alpha inh: inhibitors of human PI5P4K alpha. hit rate 1.2% among 330,000. PI5P4Kalpha enzyme, ADP-Glo luminescence, 60 min; stronger effect = lower value. P48426. max response, %; active = max response of -50% or lower; inconclusive = between -30% and -50%; inactive = -30% or higher; also: value at the top dose of about 77 µM; % is scaled to controls: 0 for no effect and ±100 for the full control effect
Target sequence (P48426 whole entry, looked up): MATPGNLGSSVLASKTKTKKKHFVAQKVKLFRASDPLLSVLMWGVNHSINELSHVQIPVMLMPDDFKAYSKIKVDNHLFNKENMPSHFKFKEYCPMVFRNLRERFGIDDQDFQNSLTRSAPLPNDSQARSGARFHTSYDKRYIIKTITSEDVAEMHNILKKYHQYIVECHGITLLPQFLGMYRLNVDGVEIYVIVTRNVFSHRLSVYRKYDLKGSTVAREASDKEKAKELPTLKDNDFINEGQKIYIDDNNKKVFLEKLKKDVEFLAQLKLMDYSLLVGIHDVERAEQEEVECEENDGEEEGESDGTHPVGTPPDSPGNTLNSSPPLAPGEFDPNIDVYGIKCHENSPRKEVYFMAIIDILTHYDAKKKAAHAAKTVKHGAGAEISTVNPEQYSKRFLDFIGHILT
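Reactions run in 0.038 M HEPES pH 7.4, 0.28 mM EGTA, 0.1% CHAPS and 5% DMSO, with PI5P4Kalpha, substrate, compound and 5 microM ATP final, one hour at room temperature. Readout is ADP-Glo luminescence.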
Active calls of the source: *; ? = inconclusive; nt = not tested or not shown; [ ] = dose if it differs, or a comment. Unless noted, calls follow the shape of the dose curve; as a rule, active = well fitted curve in the direction sought with a large enough effect; inconclusive = small, poorly fitted or top-dose-only effect, or another doubt; inactive = no such curve, though single readings can be large; an effect the other way counts as inactive or inconclusive.

SMILES	Abeta yeast res	PLK1 PBD inh	FUS suppressor	EPAC1 antag	aSyn rescue	EPAC1 agonist	IL2 activator	WRN helicase inh	PI5P4K alpha inh
COC(=O)c1ccc(-c2noc(CN(Cc3nccn3C)C(C)C)n2)cc1	-6%	17µM*	-13%	11%	-5%	9%	-0.9	14%[57.1 µM]	-6
COc1ccc(C(O)(C(C)C)C(CN2CCOCC2)c2ccc(Cl)cc2)cc1 (stereo unspecified)	6%	-10%	-10%	-26%	-3%	4%	-0.8	-3%	-8
Cc1noc(C)c1COC(=O)COc1ccc2c(C)cc(=O)oc2c1	-9%	-7%	1%	-2%	6%	1%	0.3	1%	-4
Cc1nc(C2COc3ccccc3O2)sc1C(=O)O (stereo unspecified)	-14%	-3%	-2%	-2%	8%	-7%	0.2	-5%	-1
CCOC(=O)c1ccc(NC(=O)CSc2nc(NC(=O)c3ccccc3)c3c(C)c(C)oc3n2)cc1	15%	-2%	21%	-14%	-2%	-6%	-2.4	-7%	0
COc1cccc(NC(=O)c2nc3ncccn3n2)c1	-5%	-3%	-28%	-17%	5%	-14%	0.3	-11%	-2
Cc1c(C(=O)N2CCC3(CC2)CC(=O)c2ccccc2O3)cccc1[N+](=O)[O-]	24%	-6%	6%	-4%	0%	-17%	-1.8	-1%	-1
CCOc1cc(/C=N/N=C(/N)c2nonc2N)cc(Br)c1OCc1ccc(Cl)cc1	-7%	-4%	38%	11%	-2%	10%	-3.1	5%	nt
CC12CCC(=O)N1C(C(=O)N1CCN(S(=O)(=O)c3ccc(F)c(F)c3)CC1)CS2 (stereo unspecified)	-7%	-7%	5%	10%	-2%	6%	1.1	-2%	-2
CCc1ccccc1S(=O)(=O)Cc1ccc(C(=O)NCC2CCCO2)o1 (stereo unspecified)	6%	-3%	19%	3%	-10%	0%	-0.3	-15%	3
COc1ccc(C)c(S(=O)(=O)Nc2ccc(OCC(=O)O)cc2)c1	6%	-12%	-18%	-30%	2%	11%	3.9	-7%	0
CCCC1CCC(c2ccc(OCC)cc2)=CC1=O (stereo unspecified)	-2%	7%	-13%	1%	9%	-6%	-0.7	4%	4
CN1CCC(N(C)C(=S)Nc2ccc(SC(F)F)cc2)CC1	-12%	-9%	nt	0%	2%	-2%	-3.6	3%	0
CC(=O)Nc1cccc(-c2cnc(NC(C)=O)cn2)c1	-28%	-10%	-22%	-7%	-18%	-16%	0.1	2%	-12
NC(=O)C(CCC(=O)c1ccc(Br)cc1)S(=O)(=O)c1ccccc1 (stereo unspecified)	11%	-3%	0%	6%	4%	8%	1.0	1%	3
COC(=O)c1ccc(SCC(=O)N2CCC(C)CC2)c([N+](=O)[O-])c1	-18%	-8%	nt	0%	15%	2%	0.6	-1%	5
Cc1ccn2cc(C34CC5CC(CC(C5)C3)C4)nc2c1	-2%	-22%	19%	18%	-6%	9%	-0.3	12%	-3
O=C(CSC1=NCCS1)N1CCCCCC1	-3%	-2%	-5%	6%	-10%	-5%	0.0	5%	-6
O=C(CNC(=O)c1ccccc1)OCc1ccc([N+](=O)[O-])cc1	-13%	-16%	nt	-9%	0%	-6%	2.2	11%	-3
Cc1cccc(CSc2nc3c(c(=O)n2C)SCC3)c1	-18%	1%	29%	1%	0%	14%	-1.3	-1%[57.1 µM]	-1
C[C@@H]1CN([C@H](C)CO)C(=O)c2cc(-c3ccccc3)cnc2O[C@@H]1CN(C)C(=O)C1CCOCC1	-1%	-18%	-10%	-10%	5%	13%	-2.9	-2%	8
N#CCCn1cc(C=C(C#N)C#N)c(-c2ccc(-c3ccccc3)cc2)n1	7%	-9%	nt	-1%	8%	3%	0.6	-11%	0
CCOC(=O)C(=CNc1ccc2c(c1)nnn2-c1ccc(Cl)cc1)C(=O)OCC	-17%	-6%	19%	-2%	-11%	-9%	-5.0	1%	-2
CCCCOCCCNS(=O)(=O)c1ccccc1	-8%	-4%	4%	-5%	0%	3%	-1.7	-15%	nt
CCc1nc2ccccc2[nH]1	-4%	-3%	-20%	10%	0%	4%	2.1	-6%	nt

(next part)
SMILES	Abeta yeast res	PLK1 PBD inh	FUS suppressor	EPAC1 antag	aSyn rescue	EPAC1 agonist	IL2 activator	WRN helicase inh	PI5P4K alpha inh
CCn1c(COc2cccc(OC)c2)nnc1SCC(=O)NC1CCCC1	-19%	7%	-13%	5%	0%	6%	-0.7	-4%[57.1 µM]	2
COc1ccccc1NC(=O)N1C2CCCC1CC(NC(=O)c1ccccc1)C2 (stereo unspecified)	-15%	8%	-1%	4%	1%	3%	-1.9	1%	-1
Cc1ccc(Nc2nc3ccccc3c(=O)s2)cc1	4%	3%	1%	-1%	-5%	5%	-1.2	3%	6
CCOC(=O)c1cccnc1NC(=O)c1ccncc1	-22%	-2%	-7%	-6%	3%	0%	0.5	-3%	1
C#CCOC(=O)CCCC(=O)Nc1ccccc1OC	23%	1%	-8%	4%	6%	1%	0.1	-3%	-2
C=CC(c1ccccc1)C(C(=O)c1ccccc1)N(C)C (stereo unspecified)	6%	0%	-15%	1%	-2%	2%	-1.4	-9%	-6
Cc1ccc(-c2nc3ccccc3[nH]2)cc1NC(=O)c1sc2ccccc2c1Cl	-38%[inhibitor]	0%	20%	5%	-19%	12%	-2.1	-16%	-3
CC1CCN(Cc2c(O)ccc3c2O/C(=C\c2ccco2)C3=O)CC1	-21%	?	50%	-14%	0%	17%	9.2	?	-15
COc1cccc(-c2coc3c(C)c4oc(=O)c(CCC(=O)O)c(C)c4cc23)c1	-51%[inhibitor]	?	?	?	-80%[inhibitor]	-5%	0.7	?	1
CCc1ccc(NS(=O)(=O)c2ccc(OC)c(C)c2)cc1	12%	1%	28%	-7%	12%	23%	-1.1	-12%	nt
CCCc1cc(=O)n2[nH]c(CCc3ccccc3)nc2n1	2%	-28%	3%	-8%	-4%	-2%	1.5	0%	-20
O=C(COc1coc(CN2CCCc3ccccc32)cc1=O)Nc1ccc([N+](=O)[O-])cc1	-11%	-10%	40%	5%	9%	6%	0.3	-7%	-2
CCNc1nc(NCC)nc(OCCOC(=O)Nc2ccccc2)n1	3%	-5%	10%	-3%	3%	2%	-4.2	3%	0
CCCc1cc(=O)oc2cc(C)cc(OCC(=O)Nc3ccc(S(N)(=O)=O)cc3)c12	-13%	-9%	-9%	2%	-3%	-5%	0.1	-5%	1
C[C@H]1CN([C@@H](C)CO)S(=O)(=O)c2ccc(C#Cc3ccccn3)cc2O[C@@H]1CN(C)C(=O)C1CC1	4%	-3%	26%	0%	-25%	-6%	-1.2	6%	2
Cc1ccc2ncnc(-c3ccccc3)c2c1	-14%	1%	8%	-20%	5%	4%	-2.0	-7%	-8
CC(C)NC(=S)NCc1cccnc1	17%	1%	5%	5%	-1%	4%	2.4	-10%[57.1 µM]	-3
CCOC(=O)c1ccccc1NC(=O)CN1CCC(n2nnc3cc(F)ccc32)CC1	9%	3%	-28%	2%	2%	-4%	-2.8	-2%	-1
c1ccc(OCc2nnc3n2CCCCC3)cc1	1%	-3%	-17%	1%	1%	11%	-1.2	-10%	1
CN=c1scc(-c2cccs2)n1/N=C/c1ccc(O)c(O)c1O	-74%[inhibitor]	6.7µM*	32µM*	?	-43%[inhibitor]	9%	2.8	?	-75*
O=C(CC[C@H]1O[C@@H](n2cnc3c(NC(=O)c4ccccc4)ncnc32)[C@H](O)[C@@H]1O)NCCCN1CCCC1=O	-12%	-4%	-19%	18%	3%	9%	-0.4	-4%	-2
O=C(CC1CCCCC1)c1c(O)c2ccccc2oc1=O	-16%	-16%	14%	6%	-9%	3%	-3.2	3%	nt
O=C(Cn1c(NCCCO)nc2ccccc21)c1cccc(Br)c1	17%	-2%	24%	9%	2%	3%	2.4	-6%[57.1 µM]	2
CCN(C(=O)COC(=O)CSc1ccc(C)cc1C)c1c(N)n(Cc2ccccc2)c(=O)[nH]c1=O	-9%	-6%	11%	-10%	-2%	-13%	3.3	-3%	3
COCCNc1nc(Nc2ccc(C(=O)OC)cc2)c2sccc2n1	-3%	-5%	-8%	-18%	-11%	-11%	-0.7	-24%	-6

New compounds follow:
SMILES	Abeta yeast res	PLK1 PBD inh	FUS suppressor	EPAC1 antag	aSyn rescue	EPAC1 agonist	IL2 activator	WRN helicase inh	PI5P4K alpha inh
O=C(O)CCCN1C(=O)C2C3CCC(O3)C2C1=O (stereo unspecified)	-3%	4%	6%	15%	4%	12%	0.3	-31%[57.1 µM]	2
Cc1cc2nc(/C=C/c3cccnc3)[nH]c2cc1C	-19%	-3%	-5%	-9%	0%	-7%	1.1	-7%	-1
COc1ccc(CC(=O)N2CCCc3ccccc32)cc1OC	-2%	-4%	3%	-5%	0%	-2%	-2.4	5%	1
O=C(Nc1ccc(S(=O)(=O)Nc2ncccn2)cc1)c1ccc(Br)o1	7%	-1%	-28%	0%	-3%	8%	-1.5	6%	1
O=C(OCc1cn(-c2ccc(Cl)cc2)nn1)c1ccccc1	21%	-3%	nt	-33%	6%	-11%	-0.1	-14%	16
Cn1c(=O)cc(OCC(=O)NC2CCCCC2)c2ccccc21	3%	0%	-23%	-3%	nt	3%	0.1	-6%	-1
CCCc1cc(=O)[nH]c2nnc(SCC(=O)Nc3cc(C)on3)n12	-9%	-4%	13%	-16%	-8%	7%	-0.7	-9%	-15
CC(C)C(NC(=O)c1ccc(C(C)(C)C)cc1)C(=O)O (stereo unspecified)	-1%	0%	-12%	9%	nt	-7%	1.2	11%	1
CC(C)N(C)c1ncnc2c1ncn2[C@H]1CN(Cc2ccc3c(c2)OCO3)C[C@@H](CO)O1	-8%	0%	-4%	11%	4%	0%	-0.7	-11%	5
O=C(COC(=O)c1ccc(Br)cc1)NCc1ccccc1	-16%	2%	nt	4%	-1%	-3%	-0.3	-24%	-6
CCC(C)NC(=O)c1ccccc1NC(=O)Nc1ccccc1 (stereo unspecified)	19%	-8%	-2%	1%	3%	-9%	-0.9	-3%[57.1 µM]	-5
